# Assay outcomes deposited in PubChem BioAssay by The Scripps Research Institute Molecular Screening Center.
# GPR151 activ: activators of human GPR151, primary screen, cell-based, PathHunter beta-arrestin, luminescence. PathHunter beta-arrestin GPR151 cells. activation, % at 11.2 µM. 1% of 650,000 active. AID 1508602, 2020; in the data active = activation above about 4.9%;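 also: 0% = median of compound wells and 100% = cells with positive control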
# Target sequence (Q8TDV0 whole entry, looked up): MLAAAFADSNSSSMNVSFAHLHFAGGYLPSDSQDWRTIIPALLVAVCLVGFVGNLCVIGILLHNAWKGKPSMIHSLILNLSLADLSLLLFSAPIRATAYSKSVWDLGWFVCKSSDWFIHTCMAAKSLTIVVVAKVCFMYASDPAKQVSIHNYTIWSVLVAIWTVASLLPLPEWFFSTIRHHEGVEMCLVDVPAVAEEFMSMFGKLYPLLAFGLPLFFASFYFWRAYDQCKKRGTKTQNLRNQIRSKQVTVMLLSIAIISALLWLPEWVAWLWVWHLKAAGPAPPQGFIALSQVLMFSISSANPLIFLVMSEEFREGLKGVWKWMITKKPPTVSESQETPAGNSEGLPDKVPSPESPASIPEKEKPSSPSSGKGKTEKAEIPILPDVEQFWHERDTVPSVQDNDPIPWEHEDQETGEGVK
# MITF inh: MITF inhibitors, primary screen, biochemical, AlphaScreen, human | Microphthalmia-associated transcription factor (Homo sapiens), O75030 | 0.91% of 650,000 active | AID 1259374, 2018 | inhibition, % at 2.6 µM | AlphaScreen MITF homodimerization, bead proximity signal; in the data active = inhibition above about 50%;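 also: 0% = vehicle wells with protein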
# TEAD-YAP block: TEAD-YAP interaction inhibition, primary screen, TEAD-YAP interaction inhibitor project, luminescence, HEK-TIYL cells. TEAD-Gal4/YAP UAS-luciferase luminescence. 1.4% of 640,000 active. inhibition, % at 9.12 µM; in the data active = inhibition above about 32%;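 also: 0% = median of test compound wells and 100% = reference inhibitor wells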
# FBW7 activator: FBW7 E3 ligase activators, primary screen, biochemical, AlphaScreen, human; F-box/WD repeat-containing protein 7 (Homo sapiens), Q969H0; AlphaScreen FBW7–phospho-cyclin E peptide binding, activator screen; normalized activity (activation), % at 26.1 µM; 0.13% of 650,000 active; AID 1259310, 2017; in the data active = normalized activity above about 1.9%;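 also: purified mutant Fbw7 with reduced substrate affinity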
# Target sequence (Q969H0 whole entry, looked up): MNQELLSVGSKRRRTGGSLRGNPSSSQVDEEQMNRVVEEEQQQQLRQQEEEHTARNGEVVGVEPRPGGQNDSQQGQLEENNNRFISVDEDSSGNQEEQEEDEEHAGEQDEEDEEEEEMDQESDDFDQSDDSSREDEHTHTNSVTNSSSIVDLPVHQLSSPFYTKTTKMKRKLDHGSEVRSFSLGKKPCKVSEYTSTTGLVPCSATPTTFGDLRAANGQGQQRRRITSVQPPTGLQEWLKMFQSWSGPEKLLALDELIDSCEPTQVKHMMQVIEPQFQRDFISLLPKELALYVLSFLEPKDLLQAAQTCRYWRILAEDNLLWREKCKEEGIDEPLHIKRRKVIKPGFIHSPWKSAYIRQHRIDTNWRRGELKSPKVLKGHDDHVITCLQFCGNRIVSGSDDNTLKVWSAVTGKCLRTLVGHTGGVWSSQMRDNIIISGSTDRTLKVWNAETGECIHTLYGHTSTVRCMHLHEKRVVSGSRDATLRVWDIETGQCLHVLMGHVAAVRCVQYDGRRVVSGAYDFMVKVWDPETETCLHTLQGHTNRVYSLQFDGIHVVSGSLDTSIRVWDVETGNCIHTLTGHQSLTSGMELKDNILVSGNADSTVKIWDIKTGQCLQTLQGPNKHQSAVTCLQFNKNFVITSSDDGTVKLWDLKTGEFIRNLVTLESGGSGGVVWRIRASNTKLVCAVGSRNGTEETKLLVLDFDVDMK
# An asterisk follows results filed as active. Hits appear at their usual frequency (roughly 3.5% active in at least one column).
SMILES,GPR151 activ,MITF inh,TEAD-YAP block,FBW7 activator
CC(C)(C)c1ccc(OCC(=O)Nc2ccc(C(=O)OC3CCCCC3)cc2)cc1,-1.6,5,22,0.2
Cc1ccc(C(=O)NCCCOC(C)C)cc1[N+](=O)[O-],-0.1,9,6,0.1
CC(C)C(=O)Nc1ccc(NC(=O)c2ccccc2Br)cc1,-1.0,-11,-11,0.3
COc1ccc(N2C(=O)CN(C(=O)C3CC=CCC3)CC23CCCC3)cc1 (stereo not given),-1.2,-13,-8,0.6
Nc1ccc(/C=C2/SC(=S)NC2=O)cc1,2.3,14,-9,-0.4
COc1cc(/C=C2\C(=O)NC(=O)N(c3ccccc3Cl)C2=O)ccc1O,0.1,8,9,0.1
CCOC(=O)c1c(NC(=O)c2cccs2)sc(C(=O)Nc2ccc(OC)cc2)c1C,0.5,-11,-7,-0.1
Cc1nc2c(C(=O)N3CCC4(CC3)OCCO4)cnn2c(C)c1Cc1ccccc1,2.8,-10,-2,-0.1
COc1cccc(CN2CCN(C(=O)C(c3ccccc3)c3ccccc3)CC2)c1,0.4,42,-9,-0.2
COc1ccc(CCNC(=O)c2ccc(OCc3ccc4ccccc4n3)cc2)cc1OC,-1.4,3,2,-0.1
CC(=O)Nc1ccc(CN2CCN(CCc3ccccc3)C(CCO)C2)cc1 (stereo not given),-1.3,7,-6,0.1
Cc1csc(NC(=O)CSc2ccc3nc(-c4ccccc4)cn3n2)n1,-4.0,1,-53,0.0
CC1=NN2C(=N)/C(=C\c3cc(C)n(-c4cccc5ccccc45)c3C)C(=O)N=C2S1,-0.8,0,3,-0.1
CCOC(=O)c1ccc(NC(=O)CSc2nnc3sc4ccccc4n23)cc1,-1.0,1,-7,0.3
O=C1NC(=S)NC(=O)C1C(c1cccc(OCc2ccc([N+](=O)[O-])cc2)c1)C1C(=O)NC(=S)NC1=O,-0.5,23,-29,-0.2
CCOC(=O)C1=CN(c2ccc(OCC)cc2)C=C(C(=O)OCC)C1c1cc(OC)c(OC)c(OC)c1,0.4,8,9,0.2
CC(=O)OC(OC(C)=O)C12C=CC(O1)C1C(=O)N(c3ccc(C)cc3C)C(=O)C12 (stereo not given),-0.4,2,-1,0.2
Nc1ncc(-c2cncnc2)nc1N1CCOCC1,0.5,24,-4,-0.1
Cc1ncc(CO)c(/C=N/N=C/c2ccc(Br)cc2)c1O,-1.2,0,4,-0.1
Cc1cccc(C(=O)N2CCOc3ccc(C(O)CCc4ccccc4)cc3C2)n1 (stereo not given),-0.3,11,9,0.1

# A few values from above:
# Value of CC(=O)OC(OC(C)=O)C12C=CC(O1)C1C(=O)N(c3ccc(C)cc3C)C(=O)C12 (stereo not given) under TEAD-YAP block: -1
# Value of CC1=NN2C(=N)/C(=C\c3cc(C)n(-c4cccc5ccccc45)c3C)C(=O)N=C2S1 under FBW7 activator: -0.1
# Value of COc1ccc(CCNC(=O)c2ccc(OCc3ccc4ccccc4n3)cc2)cc1OC under FBW7 activator: -0.1
# Value of Cc1nc2c(C(=O)N3CCC4(CC3)OCCO4)cnn2c(C)c1Cc1ccccc1 under GPR151 activ: 2.8

# 3 records picked at random from those above:
SMILES,GPR151 activ,MITF inh,TEAD-YAP block,FBW7 activator
CC1=NN2C(=N)/C(=C\c3cc(C)n(-c4cccc5ccccc45)c3C)C(=O)N=C2S1,-0.8,0,3,-0.1
COc1ccc(N2C(=O)CN(C(=O)C3CC=CCC3)CC23CCCC3)cc1 (stereo not given),-1.2,-13,-8,0.6
Nc1ccc(/C=C2/SC(=S)NC2=O)cc1,2.3,14,-9,-0.4

# Carrying on.
SMILES,GPR151 activ,MITF inh,TEAD-YAP block,FBW7 activator
O=C(CSc1nnnn1C1CC2CCC1C2)Nc1ccnc2ccccc12 (stereo not given),-0.1,16,61*,0.2
COc1ccc(S(=O)(=O)Nc2cc(OC)ccc2OC)cc1,3.0,-10,61*,0.3
O=C(CCC(=O)N1CCSc2ccccc21)NCc1cccc(Br)c1,-1.7,-2,-1,-0.1
CNc1nc(-c2ccccc2)[n+](-c2ccccc2)s1,3.1,14,-50,-0.3
COc1ccccc1NC(=O)CSc1nc2ccccc2c(=O)n1CCCC(=O)NCc1ccccc1,-1.3,2,-17,0.0
CN1CCCC(OC(=O)/C=C/c2ccccc2)C1 (stereo not given),-0.9,-56,-3,0.0
O=C1CCC(C(=O)Nc2ccccc2)(c2ccccc2)C1 (stereo not given),-0.6,19,10,0.4
CC(C)Nc1ncnc2c1c(-c1ccccc1)cn2-c1cccc(Cl)c1,-1.7,-11,-37,-0.1
CCN(CC)C(=O)c1ccc(Oc2nnnn2-c2ccccc2)c(OC)c1,-0.3,10,32*,0.1
COC(=O)c1ccc(CN(Cc2ccc(OC)c(OC)c2)S(=O)(=O)c2cc(C(=O)Nc3cccc(C)c3)ccc2F)cc1,1.1,15,6,-0.1
O=C(Nc1ccccc1)Nc1cc(N2CCOCC2)ncn1,-0.7,-2,-43,-0.4
COc1ccccc1NS(=O)(=O)c1cc(C(=O)O)ccc1OC,-0.7,19,-3,0.5
CCCCOCC1CC2(CC(C)(C(=O)CSc3n[nH]c(-c4ccccc4Cl)n3)OC2=O)C(=O)O1 (stereo not given),2.2,5,0,0.1
Cc1nnc(SCC(=O)NC2CCCc3c2cnn3-c2ccc(F)cc2F)o1 (stereo not given),1.3,9,-18,0.0
COCCNC(=O)C(c1ccc(C)o1)N(C(=O)Cn1nnc2ccccc21)c1ccccc1 (stereo not given),0.9,3,3,-0.1
O=C(CN1CCN(C(=O)c2cccs2)CC1)c1ccco1,0.0,13,-1,0.0
COc1cccc(C(=O)NNC(=O)c2ccccc2OC)c1,-3.1,3,-46,0.1
Cc1c(C)n(C(=O)CSc2nc(O)cc(=O)[nH]2)c2ccccc12,0.3,1,0,-0.4
CSCCC(N=C1NS(=O)(=O)c2ccccc21)C(=O)Nc1cccnc1 (stereo not given),1.1,12,-4,-0.2
CN1/C(=C/C=NCC(O)c2ccc([N+](=O)[O-])cc2)C(C)(C)C2C=CC=CC21 (stereo not given),0.3,5,-2,-0.1

# An excerpt from above in order of formula weight, low to high:
SMILES,GPR151 activ,MITF inh,TEAD-YAP block,FBW7 activator
COc1cccc(C(=O)NNC(=O)c2ccccc2OC)c1,-3.1,3,-46,0.1
COc1ccccc1NS(=O)(=O)c1cc(C(=O)O)ccc1OC,-0.7,19,-3,0.5
CC(C)Nc1ncnc2c1c(-c1ccccc1)cn2-c1cccc(Cl)c1,-1.7,-11,-37,-0.1

# Remaining list, next part:
SMILES,GPR151 activ,MITF inh,TEAD-YAP block,FBW7 activator
Cc1nonc1NCn1cnnn1,-1.7,0,4,0.1
O=C(CSc1ncnc2sc3c(c12)CCC3)Nc1ccccc1F,-0.3,16,2,1.3
CCC(C)c1ccc(NS(=O)(=O)c2ccc(S(=O)(=O)N3CCCC3)cc2)cc1 (stereo not given),1.3,13,3,0.5
CC(C)(C)C(=O)N=C1N=C2C=CC(Cl)=CN2Cc2ccccc21,-4.4,11,-64,-0.1
COc1ccc2oc(C)c(C(=O)CN3CCOCC3)c2c1,-1.8,1,-4,0.0
CS(=O)(=O)N1CCCC(C(=O)NC2CCCC2)C1 (stereo not given),-0.4,12,0,0.8
Cc1cc(C)nc(/N=C(/NC(=O)N2c3ccccc3Sc3ccccc32)Nc2cccc([N+](=O)[O-])c2)n1,0.2,13,4,-0.2
Cc1cc(-c2ccccc2)nc2oc3c(c12)NC(=O)CN(c1ccccc1)C3=O,-1.0,10,-7,-0.1
O=C(N/N=C/c1ccccc1F)c1ccc([N+](=O)[O-])cc1Cl,3.0,13,-24,-0.1
O=C(CN1CCC(O)(c2cccnc2)CC1)Nc1ccccc1Cl,-0.2,-3,8,0.3
CN(CC(=O)Nc1ccc(F)c(F)c1F)c1ccc([N+](=O)[O-])cc1C#N,-1.7,-12,-1,0.0
CCn1c(=S)[nH]c2c1c(=O)[nH]c(=O)n2C,0.5,-9,-5,-0.2
COc1ccc(CC(=O)Nc2c3c(nn2-c2cc(C)cc(C)c2)CSC3)cc1,-0.2,-2,0,-0.1
COc1ccc(C(=O)N(Cc2cc3cccc(C)c3n3nnnc23)C2CCCC2)cc1OC,-0.6,7,-4,-0.1
COc1cc(C(=O)OCC(=O)Nc2ccc(F)c(F)c2F)c([N+](=O)[O-])cc1OC,0.1,4,-4,0.7
COC(=O)C1=CN(Cc2ccc(OC)cc2)C=C(C(=O)OC)C1c1ccccc1F,-1.8,1,5,1.9*
CCc1nn(CC(N)=O)c(=O)c2cc3sc(C)cc3n12,0.8,-4,9,-0.1
CCOC(=O)c1ccc(-c2ccc(/C=N/N=C3\NC(=O)C(CC(=O)O)S3)o2)cc1 (stereo not given),-0.3,-1,-35,-0.5
CCOC(CNC(=O)CC(NS(=O)(=O)c1ccc(OC)cc1)c1ccco1)OCC (stereo not given),1.2,7,-2,0.0
OCCC1CN(C2CCCC2)CCN1Cc1ccc(F)cc1 (stereo not given),1.0,-8,-2,-0.1
COC(=O)c1sccc1Nc1nc(C)cc(C)n1,1.4,7,4,0.0
O=C(Nc1ccc(S(=O)(=O)Nc2nccs2)cc1)c1sc2cc(Cl)ccc2c1Cl,0.5,-2,0,0.0
O=C(CC1CCCCC1)Nc1nnc2n1CCS2,0.9,19,-4,3.1*
CCC[C@@H]1NC(=O)[C@H]2CN(CCCc3ccccc3)CCN2C1=O,-0.8,12,-3,0.2
Cc1ccc(Cl)cc1NC(=O)N[C@H]1C[C@H]2C(=O)N[C@@H](Cc3ccc(Cl)cc3)C(=O)N2C1,-0.6,4,7,-0.2
O=C(COC(=O)c1ccc([N+](=O)[O-])cc1)c1ccccc1,-0.7,16,13,0.1
CC1=NNC(=O)/C1=C\c1cn(-c2ccccc2)nc1-c1cc2ccccc2o1,0.0,-5,-22,-0.1
C=CCN1C(=O)CC(C(=O)OC)C12CCN(C/C(C)=C/c1ccco1)CC2 (stereo not given),0.6,16,7,0.1
Cc1cc(=O)n(C(NC(=O)c2ccccc2)C(=O)c2ccccc2)cn1 (stereo not given),-0.9,-10,-15,0.0
O=C(N/N=C/c1cc2c(cc1[N+](=O)[O-])OCO2)c1ccccn1,0.9,10,-37,-0.1
CCOc1ccc(S(=O)(=O)Nc2ccccn2)cc1,-1.0,10,8,0.4
CCc1ccc(CN(C)C(=O)CC2C(=O)NCCN2C(C)C)cc1 (stereo not given),-1.5,22,0,0.1
OC(CNc1ccc(Cl)cc1)Cn1nnnc1-c1ccccc1 (stereo not given),0.2,-9,1,-0.3
COc1ccc(-n2nc3c(c2NC(=O)c2ccc(S(=O)(=O)N(C)C)cc2)CS(=O)(=O)C3)cc1,0.8,-7,-7,0.0
NC(=O)NC(=O)COC(=O)C(Cc1ccccc1)NC(=O)c1ccccc1 (stereo not given),1.4,4,1,0.0
CCc1nnc(NC(=O)CN2CCN(c3nc(-c4cccc(OC)c4)cs3)CC2)s1,-0.3,-1,-1,-0.2
c1cnc(N2CCCN(c3nc4nonc4nc3N3CCCC3)CC2)nc1,1.1,1,-3,-0.1
COc1ccccc1/C=c1\sc2nc(-c3ccc(OC(C)C)cc3)nn2c1=O,-0.8,1,-3,-0.1
CCOC(=O)c1sc(NC(=O)c2cnn3c(C(F)(F)F)cc(-c4ccc(OC)cc4)nc23)c(C(=O)OCC)c1C,0.2,2,1,-0.1
O=c1[nH]/c(=C/c2ccc(F)cc2)c(=O)[nH]/c1=C\c1ccc(F)cc1,1.4,9,11,0.4
CC(C)CC(=O)Nc1nc2ccc(S(C)(=O)=O)cc2s1,-0.2,8,-8,0.0
COc1ccc(C2C3=C(CC(C)(C)CC3=O)OC3=C2C(=O)CC(C)(C)C3)cc1OC(=O)N(C)C,-0.7,21,6,-0.1
COC(=O)CNC(=O)COC(=O)c1ccc(C=O)cc1,-1.4,22,-9,0.0
COc1ccc(/C=N/NC(=O)CNc2ccc3ccccc3c2)cc1Cl,-1.1,15,-12,0.0
COc1ccccc1-n1c(=S)sc2c(=O)n(-c3ccccc3)c(SCC(=O)Nc3cccc(C(F)(F)F)c3)nc21,-0.4,-8,-5,0.0
COC(=O)c1ccc(N(C(=O)c2ccco2)C(C(=O)NC(C)(C)C)c2ccccc2)cc1 (stereo not given),0.3,15,-3,0.1
C=C(C)CSc1nnc2n(C3CCCCC3)c(=O)c3c4c(sc3n12)CCCC4,-0.8,6,-6,0.0
CC(C)c1ccc(/C=C2/NC(=O)N(Cc3ccc(Br)cc3)C2=O)cc1,-0.8,14,10,0.2
CCc1ccc(N2C(=O)C3C4C=CC(C4)C3C2=O)cc1 (stereo not given),-1.6,17,2,0.1
CCn1ccnc1CN1CCC(CO)(CCOc2ccccc2)CC1,0.7,10,1,0.6
CN(CC(=O)NCCc1ccccc1)S(=O)(=O)c1cccc2cccnc12,0.4,-5,-13,-0.3
CCNC(=O)/C(C#N)=C/c1c(Oc2ccccc2OC)nc2c(C)cccn2c1=O,-0.1,3,17,-0.1
CC(C)(C)C(=O)NCC(c1cccs1)N1CCOCC1 (stereo not given),-0.5,-1,5,0.0
CC1(C)Cc2c(sc3c2c(=O)n(-c2ccccc2)c2nnnn32)CO1,1.8,-1,8,-0.1
O=C(c1cnccn1)N1CCN(c2ccccc2)CC1,1.2,-13,7,0.0
CCOc1ccc(N(CC(=O)OC)S(=O)(=O)c2c(C)noc2C)cc1,1.1,2,6,-0.1
CCCCSc1nnc2c(n1)OC(c1ccc(OC(C)=O)cc1OC(C)=O)N(C(C)=O)c1ccccc1-2 (stereo not given),1.0,7,-10,-0.1
COc1ncc(-c2ccncc2)cc1C(=O)NCC(O)c1ccc(Cl)cc1 (stereo not given),-0.7,14,-4,0.1
